# Bioassay records: PubChem BioAssay, several laboratories
# PLK1 kinase inh – human PLK1 kinase inhibitors, primary screen, biochemical, TR-FRET | Serine/threonine-protein kinase PLK1 (Homo sapiens), P53350 | recombinant PLK1 kinase, TR-FRET peptide phosphorylation | inhibition, % at 10 µM | actives 0.53% (n = 97,000) | AID 619, 2007;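 active means inhibition of 50% or more in the single-concentration screen; inactive means inhibition below 50%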;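 further: 0% = DMSO max control and 100% = H-89 dihydrochloride min control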
# FAK blocker – FAK kinase inhibitors, primary screen, biochemical. Focal adhesion kinase 1 (Homo sapiens), Q05397. AID 727, 2007. inhibition, %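 (tested at 7 µM)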. actives 0.84% (n = 97,000). biochemical FAK kinase activity assay; in the data active means inhibition above about 19%;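 further: 0% = DMSO and 100% = reference compound high control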
# S1P2 antag – human S1P2 receptor antagonists, primary screen, cell-based; Sphingosine 1-phosphate receptor 2 (Homo sapiens), O95136; inhibition, % at 5 µM; cell-based S1P2 antagonist assay, inhibition at 5 uM; actives 0.21% (n = 97,000); in the data active means inhibition above about 45%;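 further: CRE beta-lactamase reporter cells expressing human S1P2 stimulated with S1P; 0% = agonist at EC80 alone and 100% = agonist plus reference antagonist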
# Target sequence (O95136 whole entry, looked up): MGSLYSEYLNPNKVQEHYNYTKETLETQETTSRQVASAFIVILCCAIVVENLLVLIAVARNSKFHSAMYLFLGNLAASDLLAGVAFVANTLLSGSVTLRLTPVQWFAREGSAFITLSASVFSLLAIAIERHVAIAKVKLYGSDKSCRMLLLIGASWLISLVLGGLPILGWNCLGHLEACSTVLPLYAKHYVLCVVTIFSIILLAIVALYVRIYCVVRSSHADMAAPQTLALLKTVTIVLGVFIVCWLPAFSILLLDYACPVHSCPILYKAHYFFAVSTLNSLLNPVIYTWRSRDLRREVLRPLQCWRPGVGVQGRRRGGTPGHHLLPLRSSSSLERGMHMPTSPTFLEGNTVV
# PLAP activator – PLAP enzyme activators, biochemical, luminescence, HTS | purified PLAP enzyme, luminescent substrate read-out; hits give high values | actives 1.2% (n = 96,000) | activation fold at 20 µM | Alkaline phosphatase, placental type (Homo sapiens), P05187 | AID 696, 2007; in the data active means activation fold above about 2
# Target sequence (P05187 whole entry, looked up): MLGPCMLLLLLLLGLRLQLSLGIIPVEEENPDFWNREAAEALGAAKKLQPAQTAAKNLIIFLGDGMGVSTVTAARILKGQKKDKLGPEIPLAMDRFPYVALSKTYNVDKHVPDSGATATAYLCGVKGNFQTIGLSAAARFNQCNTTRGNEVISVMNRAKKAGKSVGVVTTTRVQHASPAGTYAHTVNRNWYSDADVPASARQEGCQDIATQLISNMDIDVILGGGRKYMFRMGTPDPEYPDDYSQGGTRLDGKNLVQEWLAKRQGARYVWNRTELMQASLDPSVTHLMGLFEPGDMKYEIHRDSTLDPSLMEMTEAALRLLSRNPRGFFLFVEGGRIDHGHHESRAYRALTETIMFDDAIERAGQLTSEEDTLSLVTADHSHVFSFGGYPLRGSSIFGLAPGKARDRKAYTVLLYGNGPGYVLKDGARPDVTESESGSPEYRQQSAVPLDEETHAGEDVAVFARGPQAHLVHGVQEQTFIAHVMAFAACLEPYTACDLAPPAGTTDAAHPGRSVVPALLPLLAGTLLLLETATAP
# S1P2 agonist – S1P2 receptor agonists, primary screen, cell-based. Sphingosine 1-phosphate receptor 2 (Homo sapiens), O95136. S1P2-expressing cell line, agonist reporter read-out. activation, % at 4.5 µM. actives 0.46% (n = 97,000). AID 729, 2007; in the data active means activation above about 16%;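 further: 0% = vehicle low control and 100% = maximal reference agonist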
# MT1-MMP txn act – MT1-MMP promoter reporter activation – cell-based, luciferase luminescence, primary screen; HT1080 MT1-MMP promoter luciferase reporter, overnight; hits give high values; activation factor at 10 µM; actives 0.16% (n = 86,000);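 active means activation factor of at least 2 for MT1-MMP transcription at 10 µM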
# PLK1 PBD inh – Plk1 polo box domain binding inhibitors, primary screen, biochemical, fluorescence polarization; Serine/threonine-protein kinase PLK1 (Homo sapiens), P53350; Plk1 PBD phosphopeptide binding; inhibition, %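 (tested at about 20 µM)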; actives 0.13% (n = 97,000); in the data active means inhibition above about 34%, passing the limit was not always enough
# EphB4 antag – EphB4-ephrin-B2 interaction antagonists, primary screen, biochemical, TNYL-RAW peptide probe, fluorescence polarization | Ephrin type-B receptor 4 (Homo sapiens), P54760 | actives 0.15% (n = 97,000) | inhibition, % at 7 µM | EphB4 LBD / TNYL-RAW-Alexa532 peptide;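 active means inhibition above the screen-wide mean inhibition plus 3 SD, cut at about 15% in these data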;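 further: 0% = DMSO wells and 100% = excess unlabeled TNYL-RAW peptide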
# Rev-RRE block – HIV-1 Rev-RRE binding inhibitors, primary screen, biochemical, FRET, protein-RNA interaction | Rev peptide-RRE RNA binding | inhibition, % at 8 µM | actives 0.79% (n = 97,000);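 active means inhibition above the screen-wide mean plus 3 SD, cut at about 35% in these data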;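 further: 0% = median DMSO wells and 100% = median Neomycin B control wells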
# Target sequence (P05866 whole entry, looked up): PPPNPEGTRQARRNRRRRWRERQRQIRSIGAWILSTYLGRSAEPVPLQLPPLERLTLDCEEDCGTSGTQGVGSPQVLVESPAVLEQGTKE
#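 Material: labelled RRE RNA duplex and labelled Rev peptide / Buffer or medium: HEPES pH 7.5 salt buffer with EDTA / Compound dosing: single point, 8 µM final nominal compound concentration / Benchmarks: DMSO low control, neomycin B high control / Timing: 5 min preincubation and 15 min binding, 25 °C / Technique: FRET fluorescence readout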
# * marks the source's active call; other numbers are inactive results; nt = no result given.
SMILES,PLK1 kinase inh,FAK blocker,S1P2 antag,PLAP activator,S1P2 agonist,MT1-MMP txn act,PLK1 PBD inh,EphB4 antag,Rev-RRE block
Nn1c(SCC(=O)NC2CCCCC2)nnc1-c1ccccc1,-7.9,0.8,-4.8,1,-2.1,1.1,-8.6,-8.7,5.4
O=C(CN1CCN(S(=O)(=O)c2ccc(F)cc2)CC1)Nc1ccccc1F,1.9,-5.7,24.4,1.1,-7.5,1.1,18.4,0.1,4.3
[O-][n+]1onc2c1CCc1nnccc1-2,-2.0,1.5,-2.1,1.5,-4.6,1.2,1.1,7.4,10.4
CCN1CCN(C(=S)c2ccc(SC)cc2)CC1,-2.2,-3.8,-15.2,0.9,-2.6,1.2,0.1,11.7,7.1
O=C(NCCN1CCc2ccccc2C1)C1CC(=O)N(C2CCCC2)C1 (stereo unspecified),-15.0,2.4,7.9,1.4,-7.0,1.1,-0.3,0.4,5.4
CN1CCN(/C(=N\S(=O)(=O)c2ccc(F)cc2)c2ccccc2)CC1,-4.0,1.9,-14.5,1.1,-0.8,1.1,28.1,-2.3,0.8
CCOc1ccc2[nH]c(C)c(CN3CCN(C)CC3)c(=O)c2c1,1.2,-1.8,-13.5,0.9,-2.2,1,7.0,1.6,5.6
CCOC(=O)C(NC(=O)CC(C)C)(Nc1cc(C)on1)C(F)(F)F (stereo unspecified),-1.0,1.3,-0.3,1.2,-6.6,1.1,19.9,0.0,1.9
OCCN(Cc1ccccc1)Cc1ccc(Cl)cc1,0.6,1.3,-13.8,1.2,-3.5,1.1,5.2,3.4,-2.5
CCOC(=O)Cn1nc(/C=C/c2ccc(C(C)C)cc2)ccc1=O,-12.2,1.9,4.3,1.3,-6.1,nt,17.6,1.4,8.0
CCCOCC1CC2(CC(C)(c3csc(N)n3)OC2=O)C(=O)O1 (stereo unspecified),-6.2,0.9,-3.3,nt,-7.3,1.2,5.1,2.5,6.3
Cc1cccc(N2C(=O)CS/C2=N\NC(=O)c2ccc(Cl)cc2)c1C,-13.6,2.5,17.6,nt,-3.4,1.3,12.8,2.0,6.9
Cc1ccc(CSc2nnc(CS(=O)Cc3ccc(Cl)cc3Cl)n2C)cc1 (stereo unspecified),-0.9,-9.6,-10.4,1.7,-6.9,nt,23.1,-2.4,1.5
Cc1sc2ncnc(N3CCOCC3)c2c1C,4.8,-0.9,-17.1,0.8,-5.3,1.3,-18.1,2.0,10.3
O=C(NC1CCCC1)C(c1ccncc1)N(CC1CCCO1)C(=O)Cn1nnc(-c2cccs2)n1 (stereo unspecified),-4.7,-5.5,10.2,1.4,-9.0,1.2,-13.5,5.0,3.2
CCCc1nnc(SCC(=O)O)n1/N=C/c1ccc2c(c1)OCO2,28.8,5.9,16.7,1.1,-12.4,1.3,16.9,3.4,5.9
CC(C)(C)C(=O)N(CCN(C(=O)C(C)(C)C)c1ccccc1)c1ccccc1,-4.6,-1.3,4.8,0.9,-4.7,1,-7.6,11.9,-1.8
CC1Cc2nc(SCC(=O)Nc3ccc4c(c3)OCCO4)n(C)c(=O)c2S1 (stereo unspecified),-10.6,-1.8,-19.8,1.1,0.1,1.1,0.5,-3.6,3.1
Cc1nc2cc(C(=O)OCC(=O)NC3CCS(=O)(=O)C3)ccc2n1-c1ccccc1 (stereo unspecified),-6.7,0.1,4.3,1.4,-2.2,1.4,-21.0,8.6,8.1
Cc1nc(Sc2nnnn2C)c2c3c(sc2n1)CCC3,-4.8,5.7,-3.3,0.8,-6.7,1.2,-13.7,0.0,-5.0
COc1ccc2nc3oc(C(=O)NCc4cccs4)cc3cc2c1,-21.4,31.9*,11.1,1,5.4,1.2,48.8,7.7,-9.6
Cc1ccc(S(=O)(=O)N(C)Cc2ccc(-c3nnc4n3CCC4)cc2)cc1,-11.8,-0.1,-0.7,1.7,-0.8,1.1,-42.2,2.6,6.5
COCCn1c(C)cc(C(=O)CSc2nncn2-c2ccccc2)c1C,-5.2,4.9,-4.5,1.5,1.8,1.1,-22.4,3.3,7.0
Cc1ccc(/C=N/n2c(C)n[nH]c2=S)o1,-16.2,0.6,0.5,0.9,-1.0,nt,4.0,1.7,7.1
Cc1cccc(NC(=O)CSc2nnc(C)n2Cc2ccccc2)c1,1.9,-0.2,-2.8,0.8,-4.0,1.1,-21.5,-1.1,5.4
O=C(NCCc1ccncc1)C12CC3CC(CC(C3)C1)C2,0.1,-2.6,-21.6,0.8,-4.8,nt,-8.6,-2.8,4.0
N=c1n(CCN2CCOCC2)c2ccccc2n1Cc1ccccc1Br,0.4,-5.4,18.3,1.4,-2.4,1.2,-10.7,-1.4,-5.3
Cc1ccccc1N/N=C/c1ccc(N2CCOCC2)cc1,-3.1,-1.6,12.8,1,-7.7,nt,1.5,-2.8,6.2
Cc1ccc(Sc2ccc(NC(=O)c3ccc(S(C)(=O)=O)cc3Cl)cc2)cc1,-46.2,-51.3,17.2,0.9,-3.1,nt,-25.0,-2.1,-0.2
Cc1cc(O)c(/C=N/Nc2ccc(Cl)cc2)c(=O)o1,-10.2,-6.8,19.8,0.9,-6.6,nt,-5.9,5.4,8.9
CC(=Nc1ccccc1)c1sc2ccccc2c1O,-3.0,2.1,9.9,0.8,-7.3,1.5,-38.2,3.0,35.0
CCCCn1c(NC(=O)c2ccccc2)c(C#N)c2nc3ccccc3nc21,3.0,41.7*,-0.5,1.4,11.6,0.9,0.8,3.8,49.9*
CCCCOc1ccc(NC(=O)CSc2nnnn2C)cc1,-10.5,-0.2,-2.1,0.9,-4.5,1.1,21.0,5.6,8.7
COc1cccc(-c2nnc(-c3ccc(C(F)(F)F)cc3)o2)c1OC,-0.9,-1.5,12.0,nt,-1.4,1.3,17.1,-2.3,3.3
CC1CCCC(C)N1S(=O)(=O)c1ccc(NC(=O)CCn2cnc3ccccc3c2=O)cc1 (stereo unspecified),-10.3,-0.1,-13.9,0.9,-1.9,1.1,7.5,-6.5,5.4
C=CCn1c(=S)[nH]c2sc3c(c2c1=O)CCC3,-5.4,-2.0,-2.4,nt,-5.5,1,3.4,5.6,0.5

# The last 5 entries of the section above are carried over, then new ones follow.
SMILES,PLK1 kinase inh,FAK blocker,S1P2 antag,PLAP activator,S1P2 agonist,MT1-MMP txn act,PLK1 PBD inh,EphB4 antag,Rev-RRE block
CCCCn1c(NC(=O)c2ccccc2)c(C#N)c2nc3ccccc3nc21,3.0,41.7*,-0.5,1.4,11.6,0.9,0.8,3.8,49.9*
CCCCOc1ccc(NC(=O)CSc2nnnn2C)cc1,-10.5,-0.2,-2.1,0.9,-4.5,1.1,21.0,5.6,8.7
COc1cccc(-c2nnc(-c3ccc(C(F)(F)F)cc3)o2)c1OC,-0.9,-1.5,12.0,nt,-1.4,1.3,17.1,-2.3,3.3
CC1CCCC(C)N1S(=O)(=O)c1ccc(NC(=O)CCn2cnc3ccccc3c2=O)cc1 (stereo unspecified),-10.3,-0.1,-13.9,0.9,-1.9,1.1,7.5,-6.5,5.4
C=CCn1c(=S)[nH]c2sc3c(c2c1=O)CCC3,-5.4,-2.0,-2.4,nt,-5.5,1,3.4,5.6,0.5
CCc1ccccc1NC(=O)CSc1nc2n[nH]c(C)c2c(=N)n1-c1cccc(OC)c1,27.6,12.9,-17.9,nt,1.6,1.2,-10.2,-2.1,9.0
COc1ccc(-c2csc(NC(=O)C3CCCCN3S(=O)(=O)c3ccccc3)n2)cc1 (stereo unspecified),-3.8,8.9,2.1,1,-5.6,1.1,2.8,9.8,9.0
NC(=O)C1(N2CCCCC2)CCN(c2nc(-c3ccccc3)cs2)CC1,-5.9,0.0,12.4,1.1,-5.0,1.1,-11.6,2.2,0.3
N#Cc1c(NC(=O)CSc2nnc(-c3ccncc3)n2CC2CCCO2)sc2c1CCCC2 (stereo unspecified),-8.3,0.3,-3.3,1.6,-0.9,1,5.3,-10.2,-0.9
N#Cc1c(NC(=O)CSc2ccccn2)oc(-c2ccccc2)c1-c1ccccc1,-5.2,3.3,-12.8,1.4,-2.7,1.3,10.4,2.2,9.7
CC(C)C(=O)N1CCN(c2ccccc2N)CC1,-17.1,-6.2,-12.1,1.2,-4.4,1.1,3.7,7.0,4.0
Cc1ccccc1-c1nc(CS(=O)(=O)CC(=O)N2CCc3ccccc32)c(C)o1,-1.9,-0.8,26.4,nt,-1.6,1.1,-0.5,3.9,7.0
Cc1c(NC(=O)Cn2ccc([N+](=O)[O-])n2)c(=O)n(-c2ccccc2)n1C,-8.2,-8.1,-2.7,0.9,-3.3,nt,2.7,-8.0,5.9
COc1ccc(OCC(=O)NN2Cc3ccccc3C2=N)cc1,-5.6,-1.0,-24.1,0.9,-0.9,nt,13.4,14.7,-3.6
c1ccc(-n2ncc3c(NCc4ccco4)ncnc32)cc1,9.2,1.7,-19.4,0.9,-3.0,1.5,-17.1,1.9,2.2
O=S(=O)(Nc1ccc2c(c1)CCC2)c1cccs1,-7.6,2.5,11.8,1,-3.6,1.3,-6.2,-1.4,1.9
Cc1ccccc1NC(=O)Cn1nc(-c2ccccc2)nc1-c1ccccc1,-11.8,-1.9,-6.1,0.9,-4.7,nt,-12.8,-2.1,5.1
Cc1noc(C)c1S(=O)(=O)N1CCC(C(=O)Nc2ccccn2)CC1,-4.6,0.6,-15.3,1.1,1.1,1.3,-14.1,-3.0,5.7
COc1ccccc1NC(=O)Cc1noc(CSc2cc(C)c3ccccc3n2)n1,-16.4,1.5,21.2,1.3,-6.4,1.1,4.4,10.1,10.8
COC(=O)CCN(c1ccccc1)S(=O)(=O)c1ccc(OC)cc1,-10.6,0.6,10.6,1,-0.6,1.1,5.8,-3.8,-1.2
COC(=O)C1=NN(N=O)C2(CC(=O)N(c3cc(C)cc(C)c3)C2=O)C1 (stereo unspecified),-7.1,-0.6,-0.5,1.3,-2.7,1.1,-11.0,-1.6,2.1
Cc1cc(Nc2ccc(F)cc2Cl)n2nc(C)nc2n1,-7.0,-3.6,-16.0,1.8,-2.7,1.1,2.1,5.6,5.7
Cn1c(Cn2nnc3ccccc32)nnc1SCC(=O)NCc1ccc2c(c1)OCO2,-1.6,-1.0,7.1,1.1,-2.6,1.1,-3.1,0.2,7.6
CCN(CC)S(=O)(=O)c1ccc(N(C)Cc2cccnc2)nc1,2.3,-2.0,6.5,1.9,-2.5,1,-1.3,-4.4,6.2
Cc1nn(C(C)c2nc(-c3ccccc3)no2)c(C)c1[N+](=O)[O-] (stereo unspecified),-5.1,6.4,4.6,1.1,-8.7,nt,-20.9,6.0,11.0
CCOc1ccc(-c2nc(-c3cccnc3)no2)cc1,6.2,-2.3,-5.9,nt,-2.8,0.7,-1.7,-3.7,-1.8
COc1ccc(C)cc1S(=O)(=O)N(CC(=O)O)c1ccc(C)cc1,-13.6,-1.0,-20.9,0.9,-6.8,1,-20.4,-3.6,3.0
O=C(NCC1CCCO1)c1nn2cccnc2c1Cl (stereo unspecified),-6.9,1.6,7.6,1,-11.8,1.3,-15.3,3.5,6.4
Cc1ccc2cc(C3C(C#N)=C(N)Oc4c3ccc3cccnc43)c(=O)[nH]c2c1 (stereo unspecified),4.6,8.5,8.9,1.6,-2.7,1.3,2.9,3.2,6.8
